# Screening results deposited in PubChem by several laboratories.
# eLon inh = inhibits E. coli Lon protease | actives 0.42% (n = 360,000) | inhibition, % at 7.94 µM | purified E. coli Lon protease, fluorescence polarization; in the data active = inhibition above about 13%, passing the limit was not always enough;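 note: 0% = enzyme with probe and DMSO and 100% = no enzyme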
# Target sequence (P0A9M0 whole entry, looked up): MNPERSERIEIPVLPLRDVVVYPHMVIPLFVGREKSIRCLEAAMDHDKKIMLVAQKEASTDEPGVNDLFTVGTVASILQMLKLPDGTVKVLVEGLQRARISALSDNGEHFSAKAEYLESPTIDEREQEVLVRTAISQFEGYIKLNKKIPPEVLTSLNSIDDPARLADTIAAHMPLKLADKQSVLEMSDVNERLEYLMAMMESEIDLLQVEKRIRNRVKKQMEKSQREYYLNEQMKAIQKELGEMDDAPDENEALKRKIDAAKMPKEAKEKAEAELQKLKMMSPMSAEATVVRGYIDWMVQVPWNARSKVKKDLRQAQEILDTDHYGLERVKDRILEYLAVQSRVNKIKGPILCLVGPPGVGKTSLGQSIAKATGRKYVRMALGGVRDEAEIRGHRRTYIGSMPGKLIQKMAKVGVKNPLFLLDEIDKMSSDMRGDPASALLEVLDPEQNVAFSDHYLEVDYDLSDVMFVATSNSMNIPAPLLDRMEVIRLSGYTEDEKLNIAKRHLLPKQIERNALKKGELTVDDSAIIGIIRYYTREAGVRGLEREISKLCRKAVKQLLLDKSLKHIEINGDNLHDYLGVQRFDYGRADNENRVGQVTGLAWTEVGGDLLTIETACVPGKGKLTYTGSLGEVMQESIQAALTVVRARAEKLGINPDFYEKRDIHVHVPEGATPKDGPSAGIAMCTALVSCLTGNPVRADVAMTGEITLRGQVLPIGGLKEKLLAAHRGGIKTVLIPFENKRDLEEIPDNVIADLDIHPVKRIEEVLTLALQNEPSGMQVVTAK
# SKN-1 block = C. elegans SKN-1 inhibition; C. elegans VP596 Pgst-4::GFP/RFP ratio, acrylamide-induced, 24 h; inhibition, % at 21.8 µM; actives 0.49% (n = 360,000); AID 624304;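 active = interference check ratio from 0.5 to 1.5 plus GFP to RFP signal ratio inhibition reaching or exceeding a fixed threshold, cut at about 30% in these data, passing the limit was not always enough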; note: some compounds called inactive have numbers as strong as hits
# CendR NRP1 mod = alters CendR peptide binding to human NRP-1; AID 602438; O14786; inhibition, % at 25 µM; actives 0.85% (n = 360,000); FAM-RPARPAR peptide binding to NRP-1, fluorescence polarization;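 active = inhibition or corrected inhibition above about 18%, plus a signal ratio from 0.5 to 1.5, limit read from the data, passing the limit was not always enough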; note: strong numbers were not always called active
# MsrA act = bovine methionine sulfoxide reductase A activation | purified bovine MsrA, absorbance read-out | activation, % at 10.6 µM | actives 0.3% (n = 360,000); in the data active = activation above about 7.5%;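 note: 0% = vehicle and 100% = reference activator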
# Rin1 Abl inh = inhibitors of human Rin1-Abl protein interaction; inhibition, % at 7.35 µM; TR-FRET Rin1/Abl binding, biochemical; actives 0.4% (n = 360,000); P00519+Q13671; in the data active = inhibition above about 5%, passing the limit was not always enough
# FAS TE block = blocks the thioesterase domain of human fatty acid synthase; P49327; recombinant FAS-TE, OMFH fluorogenic substrate, fluorescence endpoint; inhibition, % at 15 µM; actives 0.67% (n = 360,000); AID 602261;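 active = compounds whose normalised, plate-corrected inhibition of enzyme fluorescence in the single-dose primary screen is 50% or more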;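 note: 0% = DMSO with enzyme and 100% = substrate without enzyme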
# MT1-MMP act inh = MT1-MMP (human) activation inhibition. actives 0.061% (n = 360,000). P50281. GFP/RFP ratio change, % at 20 µM. HT1080 RFP-PRO-GFP cells, GFP/RFP ratio fluorescence, overnight; percent of plate control window, DMSO zero;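 active = GFP/RFP ratio change of at least 30% with cell ATP level not reduced by more than half and red fluorescence within 50% of control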; note: strong numbers were not always called active
#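 system = RFP-PRO-GFP reporter HT1080 cells | dosing = 20 µM single dose, 1% DMSO | timing = overnight cell settling, then overnight compound exposure, 37 °C, 5% CO2 | read-out basis = GFP/RFP fluorescence ratio | controls = DMSO and RFP-L50D-GFP cell wells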
# MsrA inh = inhibitors of bovine MsrA; purified bovine MsrA, absorbance read-out; inhibition, % at 15.5 µM; AID 651718; actives 0.75% (n = 360,000); in the data active = inhibition above about 4.5%;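 note: 0% = vehicle wells with enzyme and 100% = reference inhibitor wells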
# Neddyl block = cullin neddylation inhibition | P61081+Q13564 | TR-FRET cullin neddylation, biochemical | calls only at 25 µM | actives 0.58% (n = 360,000) | AID 651699; in the data active = inhibition above about 36%
# The depositor's hits bear a star; i = inactive; x = no result given.
# Every second line gives: eLon inh	SKN-1 block	CendR NRP1 mod	MsrA act	Rin1 Abl inh	FAS TE block	MT1-MMP act inh	MsrA inh	Neddyl block
O=C1C2ON(c3ccccc3)C(c3ccncc3)C2C(=O)N1c1ccccc1 (configuration not stated)
 : 12	-12	5	-2	2	-8	1	-0.3	i
Cc1ccc(/C=C2/C(=O)N(c3ccccc3)C(=S)N2C)o1
 : 4	2	-7	-4	-3	-1	2	-0.8	i
COc1ccc([C@H]2C[C@H](O)C[C@@H](CCn3cc(-c4ccccc4)nn3)O2)cc1
 : -2	23	6	-3	x	-8	5	0.0	i
COc1cc2c(cc1OC)C1(CCCC1)CNC2c1ccc([N+](=O)[O-])cc1 (configuration not stated)
 : -7	-8	5	-1	4	8	-3	-0.5	i
OC(CN1CC=C(/C=C/c2ccc(Br)cc2)CC1)c1ccccc1 (configuration not stated)
 : 4	-10	-5	-4	-3	-2	5	1.0	i
COc1cccc(C2CC(c3c(F)cccc3Cl)n3nc(N)nc3N2)c1 (configuration not stated)
 : 13	-4	-4	0	1	-5	2	-0.4	i
COc1ccccc1NS(=O)(=O)c1ccc(NN=C2CCCCC2)c([N+](=O)[O-])c1
 : 2	-1	6	2	2	25	10	1.7	i
Cc1ccc(S(=O)(=O)Cn2nnnc2C(C(C)C)N2CCN(c3nc4ccccc4s3)CC2)cc1 (configuration not stated)
 : 6	9	11	-1	-4	60*	-10	-0.1	i
O=C(Nc1ccon1)c1ccc(Cl)s1
 : -8	-2	16	-12	-2	-8	-2	-1.2	i
Cc1cc2c(cc1C)N(C(=O)CCl)CC(=O)N2
 : -6	-1	-4	0	-6	-3	-1	x	i
CC1CCN(C(=O)CSc2nc3c(cnn3-c3ccccc3)c(=O)[nH]2)CC1
 : -10	7	-8	-2	-1	-5	-6	0.7	i
COC(=O)c1ccc(C(=O)OC)c(NC(=O)CSCC(=O)O)c1
 : -12	-11	0	-3	-1	-10	0	-0.8	i
CC1CCCC(NC(=O)COC(=O)Cc2ccc(Cl)cc2)C1C (configuration not stated)
 : 4	14	-3	-1	2	10	-1	1.0	i
COc1ccc(OC)c(S(=O)(=O)Nc2cccc(O)c2)c1
 : 0	5	-14	-4	-1	-3	0	-1.5	i
O=C1CSC(=S)N1N=Cc1c(O)ccc2ccccc12
 : -77	29	74	2	3	5	-50	0.8	i

# Reprinted at random: 7 compounds from above
# Every second line gives: eLon inh	SKN-1 block	CendR NRP1 mod	MsrA act	Rin1 Abl inh	FAS TE block	MT1-MMP act inh	MsrA inh	Neddyl block
COc1ccc(OC)c(S(=O)(=O)Nc2cccc(O)c2)c1
 : 0	5	-14	-4	-1	-3	0	-1.5	i
COc1ccccc1NS(=O)(=O)c1ccc(NN=C2CCCCC2)c([N+](=O)[O-])c1
 : 2	-1	6	2	2	25	10	1.7	i
O=C1C2ON(c3ccccc3)C(c3ccncc3)C2C(=O)N1c1ccccc1 (configuration not stated)
 : 12	-12	5	-2	2	-8	1	-0.3	i
Cc1ccc(/C=C2/C(=O)N(c3ccccc3)C(=S)N2C)o1
 : 4	2	-7	-4	-3	-1	2	-0.8	i
COc1cccc(C2CC(c3c(F)cccc3Cl)n3nc(N)nc3N2)c1 (configuration not stated)
 : 13	-4	-4	0	1	-5	2	-0.4	i
COc1cc2c(cc1OC)C1(CCCC1)CNC2c1ccc([N+](=O)[O-])cc1 (configuration not stated)
 : -7	-8	5	-1	4	8	-3	-0.5	i
O=C(Nc1ccon1)c1ccc(Cl)s1
 : -8	-2	16	-12	-2	-8	-2	-1.2	i

# Some entries already given, limited to eLon inh and MsrA inh.
Compound	eLon inh	MsrA inh
COC(=O)c1ccc(C(=O)OC)c(NC(=O)CSCC(=O)O)c1	-12	-0.8
CC1CCCC(NC(=O)COC(=O)Cc2ccc(Cl)cc2)C1C (configuration not stated)	4	1.0
COc1ccc(OC)c(S(=O)(=O)Nc2cccc(O)c2)c1	0	-1.5

# Going on with the list:
# Every second line gives: eLon inh	SKN-1 block	CendR NRP1 mod	MsrA act	Rin1 Abl inh	FAS TE block	MT1-MMP act inh	MsrA inh	Neddyl block
COc1cc(C(=O)NCCN2CCCC2)cc(OC)c1OC
 : -2	2	14	-4	-3	-6	0	0.2	i
O=c1cc(CCl)nc2scc(-c3ccccc3)n12
 : 0	-3	-10	-5	-2	-10	-14	2.9	i
O=C(Nc1ccc(N2CCCCC2)cc1)c1ccc(F)cc1F
 : 4	15	1	-3	0	-2	3	1.6	i
CC(=NNC(=O)c1ccc2nc[nH]c2c1)c1ccc(Br)cc1
 : 0	-4	5	-7	5	-2	9	0.0	i
O=C1C(=O)N(O)C2CCCCC2N1O (configuration not stated)
 : 8	2	-1	-3	3	-11	-2	1.3	i
CN1CCc2c(sc3nc(NCCO)n(-c4cccc(Cl)c4)c(=O)c23)C1
 : -31	13	-39	-1	2	-4	-6	2.4	x
Cc1ccc(-n2c(O)c(C=NC3CCS(=O)(=O)C3)c3ccccc3c2=O)cc1 (configuration not stated)
 : -1	16	8	-3	-1	-5	-2	2.7	i
COCCCN1C(=O)C(CC(=O)NCCc2ccccn2)CC(C(=O)N2CCCCCC2)=C1C (configuration not stated)
 : -4	12	0	-2	x	-2	6	-0.6	i
CSCCC(NC(=O)COc1ccccc1)C(=O)N(C)Cc1ccc(Cl)cc1Cl (configuration not stated)
 : -2	-4	0	-3	1	32	-8	-0.8	i
c1ccc(C2CC(c3ccccc3)C(c3ccccc3)N2)cc1 (configuration not stated)
 : -6	25	8	-4	1	23	-5	0.2	i
CC12CC(NC(=O)N1c1cccc(C(=O)N3CCCCC3)c1)c1ccccc1O2 (configuration not stated)
 : -3	1	-4	1	-1	-5	0	0.9	i
COc1ccc(C(NC(=O)C2CCN(CCCOc3ccccc3)CC2)c2cccs2)cc1 (configuration not stated)
 : -15	17	-17	1	0	0	4	0.6	i
O=C(c1cnn2c(C(F)(F)F)cc(-c3ccccc3)nc12)N1CCOCC1
 : -3	2	6	-3	1	-6	17	1.1	i
COc1ccccc1NCc1cc(=O)oc2c(C)c(O)ccc12
 : 0	18	1	-4	0	7	1	0.4	i
CCCC(=O)Nc1ccccc1Sc1ncnc2scc(-c3ccccc3)c12
 : -8	0	7	-2	2	26	-9	0.2	i

# Next part:
# Every second line gives: eLon inh	SKN-1 block	CendR NRP1 mod	MsrA act	Rin1 Abl inh	FAS TE block	MT1-MMP act inh	MsrA inh	Neddyl block
COc1ccc(Nc2c(CC(C)C)nc3nc(C)cc(C)n23)cc1
 : -4	-9	-8	-3	x	-10	1	1.1	i
Cc1cc(NC(=O)CSc2nnc(Cc3ccccc3)n2C)no1
 : -4	-5	7	-2	6	-3	3	0.0	i
Cc1ccc2c(c1)c1ccc3c(c1n2C)C(=O)C=CC3=O
 : 0	-10	-38	2	1	54*	-8	1.1	x
CC1=CC=CN2C1=NC(=O)CC2(C)C(=O)N(CC(=O)NC1CCCC1)c1cc(C)cc(C)c1 (configuration not stated)
 : -13	-4	11	-2	0	-7	3	3.5	x
CCCn1c(=O)c2sccc2n2c(CCCC(=O)NC3CCN(Cc4ccccc4)CC3)nnc12
 : -9	4	17	-5	2	-3	2	0.4	i
CC1CCCCC1=NNC(=O)c1ccccc1 (configuration not stated)
 : 7	11	5	-2	2	-5	-1	0.1	i
CCn1c(C)c(C(C)=O)cc(C#N)c1=O
 : 1	9	-9	-2	-2	-8	1	-0.5	i
COc1ccc(C(=O)NCC(=O)OCC(=O)c2ccc3c(c2)NC(=O)CO3)cc1OC
 : 0	5	-4	-9	3	-1	3	0.2	i
Cc1cccc(NC(=O)c2ccc(Cl)c(NC(=O)c3ccncc3)c2)c1C
 : 7	8	-1	-2	-3	-1	2	1.4	i
N#Cc1ccc(C(=O)N2CCCCC2c2cc(C(=O)NCc3ccccc3)no2)cc1 (configuration not stated)
 : 2	-7	-6	0	-2	4	6	0.1	i
Cc1ccc(S(=O)(=O)/N=C(/c2ccccc2)N(C)C)c(C)c1
 : -3	6	2	-3	0	-5	0	0.5	i
COc1cccc(N2CCN(CC(=O)Nc3ccccc3C(=O)NCc3ccccc3)CC2)c1
 : 9	16	-7	-3	-3	24	5	2.0	i
C=CCOc1ccc(CN(C)CC(O)COc2cccc3ccccc23)cc1 (configuration not stated)
 : 7	-2	10	-7	1	6	-1	0.2	i
C=CCn1c2ccccc2n2nc(C)c(=O)nc12
 : -4	2	-11	-9	-2	-5	0	0.3	x
Cc1onc(C(N)=O)c1C(=O)Nc1ncc(C(F)(F)F)cc1Cl
 : -4	-4	9	-1	1	-4	-7	-0.1	i

# The listing continues.
# Every second line gives: eLon inh	SKN-1 block	CendR NRP1 mod	MsrA act	Rin1 Abl inh	FAS TE block	MT1-MMP act inh	MsrA inh	Neddyl block
CN(C)Cc1c(C(=O)N/N=C/c2ccccc2OCc2ccc(F)cc2)nnn1-c1nonc1N
 : 19*	-11	2	-11	1	-3	-2	-0.6	i
O=C(O)C1=C(C(=O)Nc2cccc(C(F)(F)F)c2)CCCC1
 : 5	12	-4	-2	3	0	4	-1.0	i
CC(=O)Nc1cccc(-c2ccnc3c2CC(C(=O)Nc2cccc(NS(C)(=O)=O)c2)O3)c1 (configuration not stated)
 : -3	15	-4	0	3	-8	-1	-0.6	i
CCCSc1nnc(CSc2nc3ccccc3s2)n1-c1ccccc1
 : -1	2	8	-5	4	18	-6	0.8	i
CC1=C(C(=O)N2CCCCCC2)CC(CC(=O)NCCN2CCOCC2)C(=O)N1Cc1ccccc1 (configuration not stated)
 : 5	7	29*	-1	3	-7	-2	-1.3	i
CC(C)COP(=O)(c1ccc(N(C)C)cc1)C(O)c1ccc(N(C)C)cc1 (configuration not stated)
 : -3	20	2	-2	5	-7	3	1.1	i
O=C(NCCCn1ccnc1)c1ccc(F)cc1
 : 4	1	7	-3	1	-7	0	1.3	i
CNC(=O)c1ccsc1NC(=O)C1CCN(S(=O)(=O)c2cccs2)CC1
 : -7	-4	0	-7	5	13	1	-0.3	i
COC(=O)c1sccc1Oc1ccc(F)cc1[N+](=O)[O-]
 : -3	-10	-9	-1	0	-5	1	1.5	i
CC(C)OC(=O)c1cn(-c2ccccc2)nc1-c1ccco1
 : -8	12	-43	0	-1	0	-15	-1.2	i
CC(=O)COc1cccc2ccc(/C=C/c3ccc(Br)s3)nc12
 : -11	2	2	-9	-5	26	0	2.3	x
O=C(CN1CCCc2ccccc21)N/N=C/c1ccccc1O
 : -1	14	11	-1	-5	3	2	0.5	i
Cc1cc(C)c2c(=O)n(CC(=O)NC3CCCC3)sc2n1
 : -2	6	4	-4	-2	-8	-1	2.0	i
CC1=C(C#N)C(c2cccnc2)C2=C(CC(c3ccc(Cl)cc3)CC2=O)N1 (configuration not stated)
 : -11	17	-4	-4	1	-1	2	-0.4	x
COc1ccc(OC)c(N=c2ssnc2Cl)c1
 : -4	4	2	-9	3	-7	-1	0.7	i
COc1ccc(-c2cnc3c(NC(C)=O)cc(-c4cccc(C(=O)N(C)C)c4)cn23)cc1OC
 : 7	-4	-14	-1	-1	-5	2	1.3	i

# Record cards, from the list above. Order of values: eLon inh, SKN-1 block, CendR NRP1 mod, MsrA act, Rin1 Abl inh, FAS TE block, MT1-MMP act inh, MsrA inh, Neddyl block
# Record of O=C(NCCCn1ccnc1)c1ccc(F)cc1 → 4, 1, 7, -3, 1, -7, 0, 1.3, i
# Record of CNC(=O)c1ccsc1NC(=O)C1CCN(S(=O)(=O)c2cccs2)CC1 → -7, -4, 0, -7, 5, 13, 1, -0.3, i
